Compound activity from PubChem BioAssay.
aSyn yeast rescue: inhibitors of alpha-synuclein toxicity in yeast | Potency, µM (titrated, usually from 46.1 µM), for inactives: at the top dose growth rescue (activation), actives largely listed as activators | S. cerevisiae alpha-synuclein toxicity rescue, BacTiter-Glo growth, 24 h | AID 1347070 | 0.02% of 94,000 active; active = well fitted activation curve with a large enough effect; also: 0% is about no effect
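Growth restoration measured by BacTiter-Glo luminescence after 24 hr at 30 deg C; alpha-synuclein yeast, raffinose-pregrown to mid-log, were added at OD600=0.02 in galactose medium onto pinned compounds.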
The depositor's hits bear a star; & = joins results of further samples. Potency is read from the fitted curve at half-maximal effect.

smiles,aSyn yeast rescue
C[C@@H]1CN([C@@H](C)CO)S(=O)(=O)c2ccc(Br)cc2O[C@@H]1CN(C)C(=O)c1ccc(F)cc1,-6%
COc1cccc(OC(=O)CSc2nnc(-c3ccccc3OC)o2)c1,8%
CCc1ccccc1Nc1nn2c(=O)c3ccc(C(=O)Nc4ccc(OC)cc4)cc3nc2s1,3%
CN(Cc1ccccn1)C(=O)c1cc(COc2ccc(F)cc2Cl)on1,7%
CCOC(=O)CN1CC23C=CC(O2)C(C(=O)Nc2ccc4c(c2)OCO4)C3C1=O (configuration not stated),11%
COc1cccc(CNS(=O)(=O)c2ccc3c(c2)CCN3C(=O)C2CCC2)c1,1%
O=C(CBr)c1ccc([N+](=O)[O-])c(CS(=O)(=O)c2ccc(Cl)cc2)c1,4%
O=C(CCCN1C(=O)c2cccnc2Oc2ccc(Cl)cc21)NCc1ccccc1F,1%
CC(=O)N1CCOc2cc(S(=O)(=O)NCc3ccc(C)cc3)c(Cl)cc21,-11%
CC1CCCC(C)N1C(=O)CN1C(=O)NC2(CCOc3ccccc32)C1=O (configuration not stated),3%
Cc1ccc(C(=O)COC(=O)CN2C(=O)C3C4C=CC(C4)C3C2=O)cc1[N+](=O)[O-] (configuration not stated),-11%
Cc1sc(NC(=O)COc2ccc(C(C)(C)C)cc2)c(C(=O)OC(C)C)c1C,3%

Additional entries
smiles,aSyn yeast rescue
COc1cccc(/C=C/c2nc(C#N)c(NCCc3ccccc3)o2)c1,-5%
CCOC(=O)c1c(C)[nH]c(C)c1S(=O)(=O)NCC(=O)NCc1ccc(C)cc1,-11%
O=C(NCC1COc2ccccc2O1)c1cccc(S(=O)(=O)NCc2ccccc2)c1 (configuration not stated),12%
COc1ncnc2c1ncn2CCCN[C@H](C)c1cccc2ccccc12,2%
Cc1ccc(C)c(Cn2c(=O)cc(C(F)(F)F)c3c(C)nn(C)c32)c1,9%
Cc1cc(N2CCN(C)CC2)nc2ccc(NC(=O)Nc3cccc(Cl)c3)cc12,-18%
COc1cccc(-n2cc(C(=O)Nc3ccccc3C(N)=O)c3ccccc3c2=O)c1,1%
CCn1c(CNC(=O)c2ccc(OC)cc2)nnc1SCC(=O)Nc1ccccc1,-5%
CCOc1ccc(CCNC(=O)c2ccc(-c3nc(CSc4ccc(C)cc4)c(C)o3)cc2)cc1,0%
Cc1ccc(S(=O)(=O)c2cn(CC(=O)Nc3ccccc3)c3cc4c(cc3c2=O)OCO4)cc1,2%
CCOc1ccccc1NC(=O)N1CCCn2nc(C)cc21,6%
COc1ccc(NC(=O)C2CCCN(C(=O)Nc3ccc(F)cc3)C2)cc1OC (configuration not stated),-1%

The final 3 records of the part before come first, to join the parts:
smiles,aSyn yeast rescue
Cc1ccc(S(=O)(=O)c2cn(CC(=O)Nc3ccccc3)c3cc4c(cc3c2=O)OCO4)cc1,2%
CCOc1ccccc1NC(=O)N1CCCn2nc(C)cc21,6%
COc1ccc(NC(=O)C2CCCN(C(=O)Nc3ccc(F)cc3)C2)cc1OC (configuration not stated),-1%
CN(CC(O)COc1ccc(S(=O)(=O)N2CCOCC2)cc1Cl)C1CCCCC1 (configuration not stated),3%
CC(CCc1ccccc1)NC(=O)C(=O)N1CCOCC1 (configuration not stated),9%
Cc1cc(N2CCN(C)CC2)nc2ccc(NC(=S)NCCCN3CCc4ccccc4C3)cc12,5%
Cc1ccc(/C=C2\C(=O)ON=C2c2ccccc2)o1,4%
Cc1ccc(C)c(NC(=O)CN(C)C(=O)c2ccc(COc3ccccc3)cc2)c1,5%
COc1cc(CCC(=O)O)on1,0%
CC(C)C1C(=O)N(Cc2cn(CCC3OCCCO3)nn2)CCS(=O)(=O)N1Cc1ccc(-c2ccc(F)nc2)cc1 (configuration not stated),6%
Cc1cc(C)cc(NC(=S)N2CCC(NC(=O)C3CC3)CC2)c1,0%
O=C(Nc1ccc(S(=O)(=O)Nc2ccnn2-c2ccccc2)cc1)C(F)(F)F,-1%
O=C(COC(=O)CCCSc1nc2ccccc2[nH]1)Nc1cccc(F)c1,-3%
Cc1nc(SCCOc2ccccc2F)[nH]c(=O)c1Cc1ccccc1,-1%
COc1ccc(-c2nc(CN(CC3CCC(=O)N3)C(C)C)c(C)o2)c(C)c1C (configuration not stated),8%

Next structures:
smiles,aSyn yeast rescue
Cc1ccc(N2C(=O)c3cccc4cccc(c34)C2=O)cc1,-11%
CCOc1ccc(Cn2c(CNS(=O)(=O)c3ccc(CC)cc3)nc3cccnc32)cc1,5%
CN1C(=O)[C@H]2[C@@H](c3ccc(C(F)(F)F)cc3)N[C@]3(CCCN(Cc4ccco4)C3=O)[C@H]2C1=O,-4%
CCn1c(CN2C(=O)CSc3ccccc32)n[nH]c1=S,-10%
CCOC(=O)c1[nH]c2c(c1Cc1ccccc1C)C(=O)CC(c1ccccc1)C2 (configuration not stated),-1%
COc1ccc(-n2c(=O)c3ccccc3n(Cc3cccc(C)c3)c2=O)cc1,7%
CC(=O)c1ccc(NC(=O)C2CCN(c3nnc(C)c4c(C)n(-c5ccccc5)nc34)CC2)cc1,-15%
COc1ccc(NC(=O)CN(C)C(=O)c2ccc(NS(=O)(=O)c3cccc([N+](=O)[O-])c3)cc2)cc1,2%
CCOCCCn1c(=N)c(C(=O)NCC2CCCO2)cc2c(=O)n3cccc(C)c3nc21 (configuration not stated),1%
CCc1ccc(CNC(=O)CN2C(=O)CCn3nc(-c4cn(C)c5ccccc45)cc32)cc1,-8%
Cc1cc[n+](C(C)C(=O)c2ccc(-c3ccccc3)cc2)cc1 (configuration not stated),0%
COc1ccc(C)cc1N(C)C(=O)c1c(C)oc2ncnc(N3CCOCC3)c12,0%

Later entries
smiles,aSyn yeast rescue
CCOc1ccc(NC(=O)CSc2nc(N)c(-c3ccccc3)c(=O)[nH]2)cc1,-7%
CCC(C)NC(=O)CN1C(=O)c2cccnc2Oc2ccc(C)cc21 (configuration not stated),-8%
COc1ccc(S(=O)(=O)NC(C)C)cc1-n1cnnn1,-2%&-3%
CCOc1ccc(CNC(=O)c2ccc(NC(=O)c3nsc4ccccc34)cc2)cc1,-9%
COCc1oc2ccc(NS(=O)(=O)c3ccc(C)cc3)cc2c1C(=O)OC,4%
Cc1ccc(S(=O)(=O)CC(=O)Nc2nc3c(C)cc(C)cc3s2)cc1,7%
Cc1cc(C)n2nc(C(=O)N3CCN(c4ccc([N+](=O)[O-])cc4)CC3)nc2n1,-23%
COc1ccc2[nH]c(=O)cc(C(=O)O)c2c1,-2%
CC1(C)CC(=O)C=C(c2ccc(COC(=O)/C=C/c3ccccc3)cc2)C1=O,-4%
Cc1ccc(NC(=O)c2cc(=O)c3ccccc3o2)cc1S(=O)(=O)N1CCOCC1,6%
Cc1ccccc1-n1c(SCC(=O)NC2CC2)nc2ccccc2c1=O,9%
COc1ccccc1NC(=O)Cn1c(C)cc(C)c(C#N)c1=O,4%

(listing goes on)
smiles,aSyn yeast rescue
CC(C)(C)c1ccc(C(=O)c2c[nH]c(C(=O)O)c2)cc1,-10%
CCC(C)NC(=O)Cn1ccc2cc(S(=O)(=O)N3CCCCCC3)ccc21 (configuration not stated),-8%
O=C(CCn1c(=O)c2cccn2c2cccnc21)N1CCN(c2ccc(F)cc2)CC1,9%
CC(=O)N1CCc2cc(S(=O)(=O)NC(Cc3ccccc3)C(=O)NCc3ccccc3Cl)ccc21 (configuration not stated),9%
Cc1ccc(Nc2sc(C(=O)c3ccc(F)cc3)c(N)c2S(=O)(=O)c2ccc(C)cc2)cc1,1%
Cc1nc(Nc2cccc(O)c2)c2c3c(sc2n1)CCC3,-6%
Cc1cccc(NC(=O)c2cc(S(=O)(=O)N3CCCCCC3)cn2C)c1C,-1%
O=C(NCCc1ccccc1)C1=COCCO1,-10%
O=C(CNC(=O)c1cccs1)NCC(=O)OCC(=O)c1ccc([N+](=O)[O-])cc1,-6%
CN(Cc1cn[nH]c1-c1ccc2c(c1)OCO2)C1CCOCC1,-5%
O=C(COc1cccc(C(F)(F)F)c1)Nc1ccccc1N1CCCCC1,-12%
COc1ccc(NC(=O)Cn2c(=O)n(-c3cccc(C)c3)c(=O)c3c2c2cc(C)ccc2n3C)cc1Cl,2%

Carrying on:
smiles,aSyn yeast rescue
CCN(CC)CCCCN1c2ccccc2Sc2ccccc21,7%
COc1ccc(C2CC(=O)c3cc(-c4nc(-c5cccc([N+](=O)[O-])c5)cs4)c(=O)n(-c4ccccc4C)c3C2)cc1 (configuration not stated),-4%
COc1ccc(C)cc1NC(=O)C1CCC(CNS(=O)(=O)c2ccc3c(c2)CCCC(=O)N3)CC1 (configuration not stated),-2%
COc1ccc(CNC(=O)C(C)Sc2nc(-c3ccccc3)cc(C(F)(F)F)n2)cc1 (configuration not stated),-1%
CCOc1cc2sc(N3CCC(C(=O)Nc4ccccc4C(=O)OC)CC3)nc2cc1Br,1%
CCOc1ccc2c(c1)C(N(CCN1CCOCC1)C(=S)Nc1ccccc1OC)CC(C)(C)O2 (configuration not stated),-4%
CSc1nsc(SCC(=O)Nc2ccc(C(N)=O)cc2)n1,-5%
CCOc1ccc(CCNC(=O)COC(=O)c2[nH]c(C)c(C(C)=O)c2C)cc1OCC,-10%
CCc1ccc(NC(=O)c2cc3c([nH]c2=O)CC(C)(C)CC3=O)cc1,1%
Cc1cccc(C(=O)OCC(=O)N(CC(C)C)c2c(N)n(Cc3ccccc3)c(=O)[nH]c2=O)c1C,-1%
COc1ccc(N(CC(=O)N2CC=C(c3ccccc3)CC2)S(=O)(=O)c2c(C)noc2C)cc1,7%
CCC(=O)N1c2ccccc2CC1C(=O)NCCc1ccc(OC)cc1OC (configuration not stated),-6%

Compounds shown so far with a thiophene ring, fused or not (four):
smiles,aSyn yeast rescue
Cc1sc(NC(=O)COc2ccc(C(C)(C)C)cc2)c(C(=O)OC(C)C)c1C,3%
Cc1ccc(Nc2sc(C(=O)c3ccc(F)cc3)c(N)c2S(=O)(=O)c2ccc(C)cc2)cc1,1%
Cc1nc(Nc2cccc(O)c2)c2c3c(sc2n1)CCC3,-6%
O=C(CNC(=O)c1cccs1)NCC(=O)OCC(=O)c1ccc([N+](=O)[O-])cc1,-6%

(listing goes on)
smiles,aSyn yeast rescue
CCc1cc2c(cc3c(=O)n(CC(=O)N4CCCCC4)ncn32)s1,5%
O=C(Cn1cnc2c(nnn2Cc2ccc(Cl)cc2)c1=O)N1CCN(c2ccccc2)CC1,-6%
Cc1cc(C)n2nc(SCC(=O)Nc3ccccc3)nc2n1,-8%
O=C(CCN1CCCC1)c1cccs1,3%
CC(C)(C)OC(=O)N1CCC(c2c(C(=O)NCc3ccccn3)cnn2-c2ccc(F)cc2)CC1,0%
CCOc1ccc(C(=O)NC2CCN(CC(=O)NCc3ccccc3)CC2)cc1,5%
CCCCc1ccc(-c2nn[nH]n2)nc1,-2%
COc1ccc(S(=O)(=O)NCC(c2ccco2)S(=O)(=O)c2cccs2)cc1C (configuration not stated),-6%
CCOc1ccc(CNCc2c(C(=O)O)n(Cc3ccc(OC)cc3)c3ccccc23)cc1,2%
CC(C)(C)C(=O)N1CCN(C(=O)c2ccco2)CC1,1%
Cc1ccc(-n2ncc(C(=O)Nc3c(Cl)cccc3Cl)c2C2CCNCC2)cc1,-16%
CCOC(=O)c1c(-c2ccccc2)oc2ccc(N(C(C)=O)S(=O)(=O)c3cc(C)ccc3C)cc12,-11%

Going on with the list:
smiles,aSyn yeast rescue
Cc1ccc(N(C(C)C(=O)Nc2cccc(N(C)S(C)(=O)=O)c2)S(C)(=O)=O)cc1 (configuration not stated),-1%
Cc1cc(SCC(=O)Nc2ccc(O)cc2)n2nc(C)c(-c3ccccc3)c2n1,0%
O=S(=O)(c1ccc(OC(F)(F)F)cc1)N1CCC(c2nnnn2-c2ccc(F)cc2)CC1,-1%
CCOc1ccc(NC(=O)CSc2nccn2Cc2ccco2)cc1,-11%
COC(=O)c1ccccc1NC(=O)Cn1c(=O)n(-c2ccc(C)cc2)c(=O)c2ccccc21,9%
CCOC1OC(=O)C(Cl)=C1Nc1cc(C)ccc1C (configuration not stated),-10%
COc1ccc(Br)cc1CN(C)CC(=O)Nc1cccc(S(N)(=O)=O)c1,0%
COc1ccc(OC)c(CNC(=O)c2cc3ccc4cccnc4c3[nH]2)c1,-1%
Cc1ccc(S(=O)(=O)NCCc2cc3ccc(C)cc3[nH]c2=O)cc1,0%
COC(=O)[C@@H](Cc1c[nH]c2ccccc12)NC(=O)CNC(=O)c1ccccc1OC,7%
CCOC(=O)N1CCc2c(sc3c2c(=O)n(-c2ccc(Cl)cc2)c(=O)n3Cc2cccc(C)c2)C1,-16%
CNC[C@H]1OCc2ccccc2-c2ccccc2C(=O)N([C@H](C)CO)C[C@H]1C,4%

Next part
smiles,aSyn yeast rescue
CCOc1ccc(NC(=O)CSC2=Nc3ccccc3C3=NC(Cc4ccccc4)C(=O)N23)cc1 (configuration not stated),8%
COc1ccc(-c2ccc(CN3C(C(C)C)C(=O)N(Cc4cn(CCC5OCCO5)nn4)CCS3(=O)=O)cc2)cc1 (configuration not stated),11%
Cc1ccc(C(C)C)c(OCC(=O)Nc2nc3c(s2)CCCC3)c1,-1%
O=C(NCCc1ccncc1)Nc1ccc(F)cc1,0%
Cc1cc(C(=O)Cn2cnc3cc([N+](=O)[O-])ccc3c2=O)c(C)n1CC1CCCO1 (configuration not stated),5%
COc1ccc(CNC(=O)c2ccc(CSc3nc4ccncc4n3Cc3ccccc3F)cc2)cc1,-8%
Cc1cccc(NC(=O)CN2C(=O)CCc3ccccc32)c1C,-1%
CCOC(=O)c1c(C)[nH]c(C(=O)N2CCN(c3ccc(OC)cc3)CC2)c1C,0%
CC(NC(=O)CNC(=O)c1ccco1)c1ccc(S(N)(=O)=O)cc1 (configuration not stated),-8%

A portion of the library; count on the stated rates, not on these rows.
